From PubChem
aDG glyco up – alpha-DG glycosylation activation | 360,000 compounds, 0.22% hits | AID 624168 | Pro5-aDG cells, alpha-DG glycosylation AlphaScreen (IIH6); 0% Pro5, 100% B10-LARGE cell signal | activation, % at 10 µM;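 active means activation of at least 8% versus controls, or a plate z-score of at least 8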;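 further: Pro5 are CHO cells carrying HIG-tagged alpha-DG that lacks glycosylation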
KKLEB tox – counter-screen for CF NF-kB inhibitors: cytotoxicity; KKLEB CF airway cells viability, ATPlite luminescence, overnight; stronger effect = lower value; cells stimulated with P. aeruginosa culture filtrate; activity change (cytotoxicity), % at 5 µM; 360,000 compounds, 0.36% hits; AID 602141;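 active means corrected activity change at or below -50% at 5 µM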
Peg3 promoter – Peg3 promoter activity inhibition; HeLa PEG-Prom luciferase reporter, luminescence, overnight; inhibition, % at 20 µM; 360,000 compounds, 1.7% hits;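 active means inhibition of at least 50% at 20 µM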
TWEAK-Fn14 inh – TWEAK-Fn14 signaling inhibition; 360,000 compounds, 2% hits; inhibition, % at 10 µM; TWEAK-stimulated Fn14 reporter cells, luciferase luminescence, 8 h; in the data active means inhibition above about 50%
CF NFkB block – cystic fibrosis NF-kB activation inhibition | AID 588850 | inhibition, % at 5 µM | 360,000 compounds, 0.86% hits | KKLEB NF-kB-GFP reporter, PAF-induced, GFP fluorescence overnight;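 active means at least 50% inhibition at 5 µM, scaled per plate between neutral and stimulator controls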;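 further: PAF is a Pseudomonas aeruginosa culture filtrate used as stimulus; plate controls were PAF-stimulated DMSO wells for no effect and unstimulated DMSO wells for full effect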
HIF-2a block – blocks HIF-2a reporter activity; 360,000 compounds, 0.72% hits; inhibition, % at 18.8 µM; AID 624352; 786-0 RCC cells HIF-2a reporter, luciferase luminescence, overnight;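 active means inhibition of the luminescence signal of 40% or more relative to plate controls, in a single-dose primary screen at 18.75 µM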
Shn3 3UTR inh – reduces Shn3 3'UTR luciferase signal in osteoblasts | Clone20 osteoblast Shn3 3'UTR firefly luciferase, 24 h | 360,000 compounds, 0.52% hits | inhibition, % at 12.5 µM;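 active means mean inhibition of at least 75% with every replicate also reaching 75%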;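 further: 0% = median of neutral control wells and 100% = pilot-screen positive control compound; some compounds past the cut are filed as inactive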
TRPM1 prom inh – inhibitors of MITF-driven TRPM1 promoter in melanoma cells | SK-MEL-5 TRPM1 promoter luciferase, 24 h | inhibition, % at 12.5 µM | AID 488899 | 330,000 compounds, 0.83% hits;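 active means mean inhibition across replicates of 60% or more, whatever share of single replicates reaches that level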; further: values of inactives mirror those of a sister screen read the other way
hiPSC survival – enhancers of human iPSC single-cell survival | hiPSC single-cell survival, ATPlite luminescence; 100% = ROCK inhibitor wells, 0% = DMSO | survival enhancement, % at 20 µM | 360,000 compounds, 0.044% hits | AID 602274; in the data active means survival enhancement above about 18%;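 further: cells exposed to compounds for 16 hours before the ATP read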
NR2E3 ag-1 – agonists of human nuclear receptor NR2E3 | Q9Y5X4 | GST-NR2E3/biotin-RetCOR TR-FRET, 1536-well | inhibition of corepressor binding, % at 4.78 µM | 320,000 compounds, 0.12% hits | AID 2300;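 active means percent inhibition above the cutoff of mean plus 3 SD of all tested compounds, set per screening campaign, cut at about 20% in these data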;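 further: 0% = DMSO wells and 100% = biotin wells as full block of FRET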
Target sequence (Q9Y5X4 whole entry, looked up): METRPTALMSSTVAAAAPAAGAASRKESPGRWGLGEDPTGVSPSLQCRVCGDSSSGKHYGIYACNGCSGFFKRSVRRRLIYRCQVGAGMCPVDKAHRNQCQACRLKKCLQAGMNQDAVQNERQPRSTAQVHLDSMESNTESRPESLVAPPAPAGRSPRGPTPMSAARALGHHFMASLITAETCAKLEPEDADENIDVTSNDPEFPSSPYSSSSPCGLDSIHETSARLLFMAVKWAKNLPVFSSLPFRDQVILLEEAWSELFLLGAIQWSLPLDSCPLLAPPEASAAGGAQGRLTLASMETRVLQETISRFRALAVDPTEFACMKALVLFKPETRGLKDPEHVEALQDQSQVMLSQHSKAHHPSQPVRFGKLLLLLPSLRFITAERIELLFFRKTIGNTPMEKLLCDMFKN
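Material – GST-tagged NR2E3 plus biotinylated RetCOR corepressor · Quantity – NR2E3 fusion 1.35 nM · Times – 5 h incubation at 4 °C · Medium – pH 7.5 Tris-based buffer · Technique – TR-FRET, Eu(K)-anti-GST donor, streptavidin-D2 acceptor, ex 340, em 617/671 nm · Benchmarks – high control biotin, low control 0.6% DMSO · Format – 1536-well plates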
NR2E3 ag-2 – activates human NR2E3 receptor | Q9Y5X4 | CHO-S Gal4-NCOR/VP16-NR2E3 two-hybrid, luciferase | inhibition of corepressor binding, % at 3.98 µM | 360,000 compounds, 0.35% hits | AID 602229;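 active means inhibition above the mean of all tested compounds plus 3 SD, cut at about 70% in these data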;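 further: 0% = DMSO with NR2E3 transfected cells and 100% = cells lacking NR2E3 construct; higher means lower luciferase signal from less NR2E3 corepressor binding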
An asterisk follows results filed as active; nt = no result given.

1) CCN(C(=O)C(C)Sc1ccc(S(=O)(=O)N2CCN(C)CC2)cn1)c1ccccc1 (stereo not drawn)
2) CCOC(=O)N1CCC(NC(=O)c2ccc3c(c2)N=C(CC)c2cc(C)ccc2S3)CC1
3) CCOc1ccccc1NC(=O)CSc1nc2ccccc2c(=O)n1CC1CCCO1 (stereo not drawn)
4) CCCCNC(=O)C1CC(c2cccc(F)c2)=NO1 (stereo not drawn)
5) COCOCCn1cc(CN2CCS(=O)(=O)N(Cc3ccc(-c4ccccc4)cc3)C(C(C)C)C2=O)nn1 (stereo not drawn)
6) CC1CCCN(C(=O)C(=O)Nc2ccc3nc4n(c(=O)c3c2)CCCCC4)C1 (stereo not drawn)

assay / entry	1	2	3	4	5	6
aDG glyco up	0.0	0.0	0.1	0.2	0.6	0.0
KKLEB tox	-2	7	-1	-4	6	5
Peg3 promoter	4	34	13	-272	22	5
TWEAK-Fn14 inh	-7	17	7	-2	-4	11
CF NFkB block	25	17	-2	10	-11	-10
HIF-2a block	13	19	17	-274	-44	-6
Shn3 3UTR inh	1	40	2	-100	2	-6
TRPM1 prom inh	4	25	11	-91	nt	nt
hiPSC survival	0.7	0.0	1.4	3.4	2.4	-1.6
NR2E3 ag-1	8	1	6	2	nt	-1
NR2E3 ag-2	7	-23	5	-113	7	-1

An excerpt of these results, with values under each structure.
Below each SMILES – aDG glyco up | KKLEB tox | Peg3 promoter | TWEAK-Fn14 inh | CF NFkB block | HIF-2a block | Shn3 3UTR inh | TRPM1 prom inh | hiPSC survival | NR2E3 ag-1 | NR2E3 ag-2
1. CCN(C(=O)C(C)Sc1ccc(S(=O)(=O)N2CCN(C)CC2)cn1)c1ccccc1 (stereo not drawn)
→ 0.0 | -2 | 4 | -7 | 25 | 13 | 1 | 4 | 0.7 | 8 | 7
2. CCOC(=O)N1CCC(NC(=O)c2ccc3c(c2)N=C(CC)c2cc(C)ccc2S3)CC1
→ 0.0 | 7 | 34 | 17 | 17 | 19 | 40 | 25 | 0.0 | 1 | -23
3. CCOc1ccccc1NC(=O)CSc1nc2ccccc2c(=O)n1CC1CCCO1 (stereo not drawn)
→ 0.1 | -1 | 13 | 7 | -2 | 17 | 2 | 11 | 1.4 | 6 | 5
4. CCCCNC(=O)C1CC(c2cccc(F)c2)=NO1 (stereo not drawn)
→ 0.2 | -4 | -272 | -2 | 10 | -274 | -100 | -91 | 3.4 | 2 | -113
5. COCOCCn1cc(CN2CCS(=O)(=O)N(Cc3ccc(-c4ccccc4)cc3)C(C(C)C)C2=O)nn1 (stereo not drawn)
→ 0.6 | 6 | 22 | -4 | -11 | -44 | 2 | nt | 2.4 | nt | 7
6. CC1CCCN(C(=O)C(=O)Nc2ccc3nc4n(c(=O)c3c2)CCCCC4)C1 (stereo not drawn)
→ 0.0 | 5 | 5 | 11 | -10 | -6 | -6 | nt | -1.6 | -1 | -1

The results go on:
7) COc1cc(OC)cc(C(=O)NCC(=O)NCCN2C(=O)S/C(=C\c3ccc4c(c3)OCO4)C2=O)c1
8) COc1cc(NC(=O)COC(=O)C2CC(O)CN2S(=O)(=O)c2ccc(Cl)cc2)c(C)cc1[N+](=O)[O-] (stereo not drawn)
9) COc1ccc(-c2nn(-c3ccccc3)cc2C(=O)OCC(=O)c2ccc(C)c([N+](=O)[O-])c2)cc1
10) Cc1ccc(OCC(=O)N2CCc3ccccc3C2)cc1
11) CC1CCN(c2ccc3nnc(CCC(=O)N4CCN(c5ccccc5F)CC4)n3n2)CC1
12) CC1CN(CCCCOc2ccc(Cl)c3ccccc23)CC(C)O1 (stereo not drawn)

assay / entry	7	8	9	10	11	12
aDG glyco up	-0.3	0.0	2.3	0.0	0.5	0.2
KKLEB tox	22	-14	17	7	10	-10
Peg3 promoter	-7	-6	17	-26	22	24
TWEAK-Fn14 inh	-15	-13	9	-5	-13	-11
CF NFkB block	-15	-22	-6	-5	-36	-2
HIF-2a block	-2	-31	5	-59	16	14
Shn3 3UTR inh	10	-22	1	-23	-4	6
TRPM1 prom inh	-8	-12	0	-8	11	13
hiPSC survival	1.0	-0.3	-1.2	-0.7	-0.7	-0.1
NR2E3 ag-1	nt	nt	-3	5	1	2
NR2E3 ag-2	0	-17	-14	-24	29	21

13) O=C(COc1ccccc1C(=O)O)Nc1ccc(SC(F)F)cc1
14) COC(=O)c1ccc(CN2C(=O)C3CCCCC3C2=O)o1 (stereo not drawn)
15) Cc1ccc(NC(=O)CN(C)CC(=O)NC2CCCc3ccccc32)cc1 (stereo not drawn)
16) NS(=O)(=O)c1cccc(NC(=O)COC(=O)Cn2cnc3ccccc32)c1
17) CCc1ccc(-c2cc(C)no2)cc1S(=O)(=O)NC(C)Cc1ccco1 (stereo not drawn)
18) COCCN(C(=O)c1ccco1)c1nc(-c2ccc(OC)cc2)cs1

assay / entry	13	14	15	16	17	18
aDG glyco up	-0.4	0.0	0.0	0.0	-0.1	0.3
KKLEB tox	0	2	4	4	-10	-8
Peg3 promoter	-10	17	8	0	18	-182
TWEAK-Fn14 inh	1	-11	-2	5	0	-11
CF NFkB block	0	10	13	-8	-2	10
HIF-2a block	-15	11	5	11	12	-246
Shn3 3UTR inh	-5	8	nt	-5	2	-32
TRPM1 prom inh	-4	nt	-2	0	6	nt
hiPSC survival	-0.7	0.6	0.9	0.1	-0.5	-1.8
NR2E3 ag-1	0	3	0	-3	0	nt
NR2E3 ag-2	-2	-9	19	-15	-39	-123

19) CN(CC(=O)Nc1ccc(F)cc1[N+](=O)[O-])C1CCS(=O)(=O)C1 (stereo not drawn)
20) C[C@@H](CO)NC(=O)c1ccc2c3n(nc2c1)-c1ccccc1CO3
21) CCC/C(C(=O)NCCO)=C1/c2ccccc2C(=O)N1c1ccccc1
22) Cc1ccc(S(=O)(=O)c2ccsc2NC(=O)c2ccccc2)cc1
23) Cc1nnc2ccc(-c3cccc(NC(=O)c4ccc(Br)o4)c3)nn12
24) COc1ccc(C(=O)c2ccc(OC)c(OC)c2)cc1

assay / entry	19	20	21	22	23	24
aDG glyco up	-0.3	-0.2	-0.1	-0.1	0.1	-0.2
KKLEB tox	-13	-15	12	-13	4	19
Peg3 promoter	-3	-65	6	9	17	-5
TWEAK-Fn14 inh	1	53*	10	12	-5	-2
CF NFkB block	-13	-39	-16	16	-22	11
HIF-2a block	-17	-42	15	-9	3	-61
Shn3 3UTR inh	-2	3	3	2	nt	-15
TRPM1 prom inh	11	-3	-11	-6	-2	-5
hiPSC survival	-0.1	-5.7	2.2	0.5	0.9	0.5
NR2E3 ag-1	nt	-1	nt	nt	-2	2
NR2E3 ag-2	-22	-90	2	-8	-4	-50

25) Cc1cccn2c(=O)c3cc(C#N)c(=O)n(CCCN4CCOCC4)c3nc12
26) COc1cc(=O)n(C)c2ccccc12
27) CCOC(=O)C(Cc1ccc(NC(C)=O)cc1)N1C(=O)c2ccccc2C1=O (stereo not drawn)
28) CCN(CC)S(=O)(=O)c1ccc(NS(=O)(=O)c2cccc(C)c2)cc1
29) O=C(CN1CCN(C/C=C/c2ccccc2)CC1)Nc1ccc(F)cc1F
30) CCCCN(C(=O)CN1C(=O)C2CCCCC2C1=O)c1c(N)n(Cc2ccccc2)c(=O)[nH]c1=O (stereo not drawn)

assay / entry	25	26	27	28	29	30
aDG glyco up	-0.1	1.3	-0.2	-0.2	-0.1	-0.1
KKLEB tox	9	-19	13	3	1	0
Peg3 promoter	-5	14	-6	8	10	4
TWEAK-Fn14 inh	-12	-8	1	11	20	-9
CF NFkB block	-54	8	1	13	-4	21
HIF-2a block	3	-13	-11	16	18	9
Shn3 3UTR inh	0	1	2	13	-19	-4
TRPM1 prom inh	1	7	-3	-3	1	7
hiPSC survival	1.2	-1.8	0.4	-0.7	0.8	-0.3
NR2E3 ag-1	-1	4	-1	1	-2	1
NR2E3 ag-2	-1	14	-21	-1	-20	4

31) COc1ccc(/C=C(\C#N)C(=O)OCCNC(=O)c2ccncc2)cc1
32) Cc1ccc(C(C)C)cc1S(=O)(=O)Nc1cccnc1
33) CCN(CC)CCNC(=O)c1ccc(NC2=NC3CS(=O)(=O)CC3S2)cc1 (stereo not drawn)
34) CC(C)(C)c1ccc(-c2nc(-c3ccncc3)no2)cc1
35) COCCNC(=O)CCN1N=C(c2ccccc2)CCC1=O
36) COc1ccc(C(=O)NC(=S)N2CCN(c3ccccc3OC)CC2)cc1OC

assay / entry	31	32	33	34	35	36
aDG glyco up	-0.5	0.1	-0.1	0.4	0.0	0.1
KKLEB tox	-14	2	12	4	4	-2
Peg3 promoter	12	21	14	-110	-3	-11
TWEAK-Fn14 inh	13	-9	14	79*	18	0
CF NFkB block	7	-9	0	3	0	4
HIF-2a block	16	2	-2	-94	19	-4
Shn3 3UTR inh	15	13	-2	3	8	6
TRPM1 prom inh	4	14	nt	-3	-2	11
hiPSC survival	4.0	-0.1	-2.4	-0.9	-0.2	-0.3
NR2E3 ag-1	1	2	1	1	-1	1
NR2E3 ag-2	-20	-21	-45	-60	-20	0

37) CCCc1cc(=O)oc2cc(C)cc(OCC(=O)NC3CCN(Cc4ccccc4)CC3)c12
38) O=C(NNC(=O)c1ccc(Cl)c(S(=O)(=O)Nc2ccc(Cl)cc2)c1)c1ccc(=O)[nH]c1
39) COc1cc(NC(=O)COC(=O)CNC(=O)c2cc(C)cc(C)c2)c(C)cc1[N+](=O)[O-]
40) Cc1sc2c(c1C)C(=O)/C(=C\Nc1ccccn1)S(=O)(=O)N2C
41) CCC(C(=O)NCCc1ccc(OC)c(OC)c1)n1nc(C)n2c(cc3occc32)c1=O (stereo not drawn)

assay / entry	37	38	39	40	41
aDG glyco up	-0.2	0.0	0.4	-0.2	-0.2
KKLEB tox	-7	12	10	-19	8
Peg3 promoter	28	-7	-1	18	1
TWEAK-Fn14 inh	-35	-8	-1	-3	-9
CF NFkB block	8	-2	-2	33	-18
HIF-2a block	0	11	8	11	9
Shn3 3UTR inh	7	11	28	-7	-12
TRPM1 prom inh	-5	5	5	11	2
hiPSC survival	0.9	0.0	-0.6	-0.2	-0.1
NR2E3 ag-1	0	4	-3	-5	-2
NR2E3 ag-2	5	-2	-23	-15	0

The order is random. Share with any hit: about 4.4%.
